AmpC detergent – inhibitors of E. coli AmpC beta-lactamase with detergent; AmpC hydrolysis of nitrocefin, absorbance 480 nm, 0.01% Triton; 370,000 tested, 0.041% active; P00811; AID 485294; Potency, µM (top dose mostly 114 µM), for the others: at the top dose activity change, negative = inhibition, usual class: inhibitors;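 note: potency is the fitted concentration of half-maximal effect; 0% = no-compound wells and -100% = no-enzyme wells; nearly all actives have a fitted effect of over 25% in size; some results filed as inactive show a strong effect at the top dose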
Target sequence (P00811 whole entry, looked up): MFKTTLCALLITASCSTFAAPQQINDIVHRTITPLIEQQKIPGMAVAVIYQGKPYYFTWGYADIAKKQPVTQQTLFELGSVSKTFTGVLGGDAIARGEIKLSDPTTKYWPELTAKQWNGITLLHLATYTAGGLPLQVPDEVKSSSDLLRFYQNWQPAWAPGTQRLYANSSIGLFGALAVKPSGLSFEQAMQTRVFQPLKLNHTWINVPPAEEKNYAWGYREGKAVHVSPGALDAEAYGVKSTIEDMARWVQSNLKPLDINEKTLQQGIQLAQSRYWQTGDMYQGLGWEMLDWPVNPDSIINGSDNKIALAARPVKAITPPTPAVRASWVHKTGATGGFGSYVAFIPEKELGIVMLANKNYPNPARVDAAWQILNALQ
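AmpC (5.3 nM in the dispensed reagent) in 20 mM phosphate pH 7.0 with 0.01% (detergent screen) or 0.0001% Triton X-100 was preincubated with compounds for 15 min at room temperature. Nitrocefin was then added from an 800 uM solution, and hydrolysis was followed at 480 nm.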
AmpC no deterg – inhibitors of E. coli AmpC beta-lactamase without detergent | P00811 | AmpC nitrocefin hydrolysis, absorbance 480 nm, 0.0001% Triton | Potency, µM (highest dose often 57.1 µM), for inactives: at the top dose activity change, negative = inhibition, actives largely listed as inhibitors | 330,000 tested, 0.52% active;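 note: potency is the fitted concentration of half-maximal effect; plate controls were no compound for no effect and no enzyme for full effect; nearly all actives have a fitted effect of over 20% in size; some results filed as inactive show a strong effect at the top dose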
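20 mM phosphate pH 7.0 + 0.01% (detergent screen) or 0.0001% Triton X-100; 5.3 nM AmpC reagent; cpd preinc 15 min RT; nitrocefin (800 uM stock) to start; A480 q20 s × 4 min; Activity was normalised to no-enzyme and no-compound control wells.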
HCMV antiviral – human cytomegalovirus inhibition; HFF cells, HCMV-luciferase reporter, 72 h; stronger effect = lower value; activity change, negative = inhibition, % at 57.5 µM; 410,000 tested, 4.5% active; in the data active = activity change below about -60%; inconclusive = no clear call, values can overlap the other calls; inactive = above about -39%
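Inhibition of viral replication was scored as loss of reporter luminescence in HFFs infected with HCMV-luciferase (MOI 1 PFU/cell) for 72 h; compounds tested at 2 doses, normalized to buffer and Salinomycin controls.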
Sm TGR block – inhibitors of Schistosoma mansoni thioredoxin glutathione reductase; Q962Y6; purified TGR, DTNB reduction, TNB absorbance 405 nm; Potency, µM (highest dose often 114 µM), inactives show at the top dose activity change, negative = inhibition, most hits filed as inhibitors; 360,000 tested, 3% active; note: potency is the fitted concentration of half-maximal effect; nearly all actives have a fitted effect of over 60% in size
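First, TGR (20 nM dispensed) and NADPH were mixed with compound. Second, a 15 min room-temperature incubation followed. Third, further NADPH and then DTNB were added to start the reaction. Finally, TNB absorbance was monitored kinetically.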
Tb PYK inh – T. brucei pyruvate kinase inhibition; Q57TT1; TbPYK enzyme, Kinase-Glo Plus ATP luminescence, 45 min; Potency, µM (top dose mostly 76.8 µM), inactives show at the highest dose activity, negative = inhibition, actives largely listed as inhibitors; 410,000 tested, 0.12% active; AID 624173; note: potency is the fitted concentration of half-maximal effect; nearly all actives have a fitted effect of over 50% in size
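In this concentration-response screen, enzyme-free wells defined baseline while DMSO plates tracked drift. Each reaction combined TbPYK, substrate, compound and 130 uM ADP for 45 min at room temperature. Kinase-Glo Plus luminescence gave the signal.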
AMA1 RON2 block – AMA1-RON2 (P. falciparum) interaction inhibition; Potency, µM (top dose mostly 58.2 µM), for inactives: at the top dose activity change, negative = inhibition, hits mostly inhibitors; AlphaScreen AMA1-biotinylated RON2 peptide binding; 360,000 tested, 0.2% active;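 note: potency is the fitted concentration of half-maximal effect; 0% = vehicle wells and -100% = peptide control; nearly all actives have a fitted effect of over 45% in size; some results filed as inactive show a strong effect at the top dose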
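AMA1 (3D7) with his tag at 25 nM final met compounds first, then biotinylated RON2 peptide at 25 nM; detection used donor plus acceptor beads, 10 µg/mL apiece, read by AlphaScreen after 30 min at room temperature.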
LmPK inh – LmPK (Leishmania mexicana) enzyme inhibition; Q27686; purified LmPK, Kinase-Glo ATP luminescence, 1 h; Potency, µM (highest dose often 57.5 µM), for inactives: at the highest dose activity change, negative = inhibition, hits mostly inhibitors; 290,000 tested, 0.37% active; AID 1721; note: potency is the fitted concentration of half-maximal effect
Target sequence (Q27686 whole entry, looked up): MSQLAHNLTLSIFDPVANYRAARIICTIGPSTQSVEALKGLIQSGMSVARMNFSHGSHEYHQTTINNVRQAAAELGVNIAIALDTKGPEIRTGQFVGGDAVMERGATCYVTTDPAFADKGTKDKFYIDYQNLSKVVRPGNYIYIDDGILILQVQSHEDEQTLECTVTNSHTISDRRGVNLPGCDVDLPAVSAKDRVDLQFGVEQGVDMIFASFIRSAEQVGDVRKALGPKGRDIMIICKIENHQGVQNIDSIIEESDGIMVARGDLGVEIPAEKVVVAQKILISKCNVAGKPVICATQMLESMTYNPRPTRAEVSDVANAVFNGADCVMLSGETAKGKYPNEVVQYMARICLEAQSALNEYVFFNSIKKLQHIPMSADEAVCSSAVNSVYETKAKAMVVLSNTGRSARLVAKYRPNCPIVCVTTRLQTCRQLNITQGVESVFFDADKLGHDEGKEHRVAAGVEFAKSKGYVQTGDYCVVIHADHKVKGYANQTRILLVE
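qHTS format; LmPK 0.1 nM; substrates PEP 0.5 mM and ADP 0.1 mM. One-hour room-temperature incubation, then coupled luciferase luminescence; 0.5 nM enzyme wells mark activation.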
* = called active by the depositor; ? = inconclusive; . = no result given; [ ] = remark or other dose. Unless noted, calls come from the whole dose curve; as a rule, active = well fitted curve in the direction sought with a large enough effect; inconclusive = small, poorly fitted or top-dose-only effect, or another doubt; inactive = no such curve, though single readings can be large; an effect the other way counts as inactive or inconclusive. Unless noted, % is set by controls: 0 for no effect and ±100 for the full control effect. Random draw from the library; any-hit rate near 7.4%.

| Molecule | AmpC detergent | AmpC no deterg | HCMV antiviral | Sm TGR block | Tb PYK inh | AMA1 RON2 block | LmPK inh |
| --- | --- | --- | --- | --- | --- | --- | --- |
| CC(C)C(OC(=O)c1cccs1)C(=O)NCc1ccccc1 (stereo not given) | -0.1% | -14.6% | -27.2 | 0.1%[57.1 µM] | 2.6% | 0.0% | -5.7% |
| CC(C)(C)NC(=O)CN(C(=O)CCC(=O)Nc1nccs1)c1ccc2c(c1)OCCO2 | -2.7% | -3.0% | 11.3 | 1.1% | -3.5% | 2.0% | -1.2% |
| Cc1cccc(C)c1NC(=O)CNC(=O)C(C)N1CCCCC1 (stereo not given) | -18.6% | -7.9% | 17.6 | -6.9% | 2.9% | -12.6%[11.6 µM] | . |
| Cc1ccc(S(=O)(=O)NC(=O)NC(C)(C)C)cc1 | ? | -23.5% | 38.1 | 2.4% | 1.6% | 0.2% | -5.5% |
| COc1ccc(/C=N/NC(=O)c2ccco2)cc1Cn1nc(C)cc1C | 3.0% | -9.2% | 38.7 | 50.1µM* | 2.8% | 14.5% | -3.9% |
| O=C(c1ccc(Cl)c(S(=O)(=O)N2CCCCC2)c1)N1CCCCCC1 | 17.7% | -34.7% | -34.9 | -3.6% | 3.7% | 4.4% | -8.8% |
| Cc1ccc(CCNC(=O)c2cc3cc4cc(C)ccc4nc3s2)cc1 | 24.3% | . | 33.8 | 6.0% | -2.8% | . | . |
| COC(=O)C[C@H](NC(=O)Cn1cnc2c(SC)nc(N)nc21)C(=O)OC | . | -15.3% | -31.4 | . | 5.4% | 0.0% | . |
| CCCC(=O)Nc1ccc(Cl)c(NC(=S)NC(=O)C(C)C)c1 | -1.1% | -2.0% | -30.6 | -24.2% | -10.2% | -2.2% | 0.1% |
| COc1ccccc1NC(=O)CN1C(=O)COc2ccc(S(=O)(=O)N3CCCCCC3)cc21 | -0.3% | -6.0% | 0.0 | 5.1% | -20.2% | 2.4% | 0.9% |
| CCOc1ccc2oc(=O)cc(CN3CCN(c4ccc(Cl)cc4)CC3)c2c1 | 22.4% | . | 48.8 | 0.3% | -11.9% | . | . |
| OC(CN1CCCCC1)CN1CCCCC1 | 3.4% | -26.3% | 10.6 | 1.6% | 1.2% | 3.0% | -0.2% |
| COc1ccc(CNC(=O)c2ccccc2SC)cc1 | ? | -7.0% | -26.4 | 0.0% | -19.6% | -7.7% | 0.0% |
| CC(C(=O)Nc1ccc(F)c(F)c1F)N(C)CCOc1ccccc1 (stereo not given) | 2.7% | 157.2%[activator] | -17.3 | -8.1% | 0.0% | 20.4% | -2.7% |
| Cc1cccc(N(Cc2cc3ccccc3[nH]c2=O)C(=O)c2ccco2)c1C | -5.9% | -8.9% | -11.1 | -21.2% | 2.6% | 4.4% | 7.9% |
| CC(=O)NCCNC(=O)C1Cc2c(-c3ccccc3Oc3ccccc3)ccnc2O1 (stereo not given) | . | . | -12.1 | . | -0.2% | 3.1% | . |

Exported with values under each structure: part of the list above
Results follow in this order: AmpC detergent	AmpC no deterg	HCMV antiviral	Sm TGR block	Tb PYK inh	AMA1 RON2 block	LmPK inh
> Cc1cccc(C)c1NC(=O)CNC(=O)C(C)N1CCCCC1 (stereo not given)
→ -18.6%	-7.9%	17.6	-6.9%	2.9%	-12.6%[11.6 µM]	.
> Cc1ccc(CCNC(=O)c2cc3cc4cc(C)ccc4nc3s2)cc1
→ 24.3%	.	33.8	6.0%	-2.8%	.	.

The listing picks up, starting 2 compounds before the break.
| Molecule | AmpC detergent | AmpC no deterg | HCMV antiviral | Sm TGR block | Tb PYK inh | AMA1 RON2 block | LmPK inh |
| --- | --- | --- | --- | --- | --- | --- | --- |
| Cc1cccc(N(Cc2cc3ccccc3[nH]c2=O)C(=O)c2ccco2)c1C | -5.9% | -8.9% | -11.1 | -21.2% | 2.6% | 4.4% | 7.9% |
| CC(=O)NCCNC(=O)C1Cc2c(-c3ccccc3Oc3ccccc3)ccnc2O1 (stereo not given) | . | . | -12.1 | . | -0.2% | 3.1% | . |
| O=C1CNC(=O)N1c1ccc(Cl)cc1 | -8.9% | -9.7% | -6.5 | 0.9% | 3.8% | -2.4% | -5.4% |
| Cc1c(NC(=O)OCCNC(=O)Nc2ccccc2)sc(=S)n1C | 6.2% | -14.8% | -26.8 | -25.9% | 0.0% | -3.9% | 0.2% |
| CCc1ccccc1NS(=O)(=O)c1ccc2c(c1)C(C)(C)C(=O)N2C | -13.6% | 0.0% | -1.4 | -28.5% | -8.4% | 5.7% | 4.8% |
| CC(C)(C)CC(=O)NCCc1csc(-c2ccccc2)n1 | 0.5% | 19.7% | -18.4 | -0.8% | 7.2% | -19.0% | 0.0% |
| COc1ccc(/C=C(\NC(=O)c2cccs2)C(=O)NN)cc1OC | 2.1% | 0.9% | 31.3 | -1.2% | 4.4% | 51.0%[activator] | 1.8% |
| O=C(CSc1ncnc2c1oc1ccccc12)Nc1ccc2c(c1)OCCO2 | . | . | 17.0 | . | -1.8% | 13.9% | . |
| O=C(NCc1cccnc1)c1ccccc1Br | 0.4% | -2.3% | 58.1 | -2.4% | -0.8% | -5.2% | -1.5% |
| CCOC(=O)N1CCC(NC(=O)CSCc2nc(-c3ccc(OCC)cc3)oc2C)CC1 | 4.6% | 162.7%[activator] | ? | -35.0% | 6.2% | 13.3% | 1.1% |
| CC(=O)NC(Cc1ccc(F)c(F)c1)C(=O)NC1CCN(C(=O)c2ccc(C)cc2)CC1 (stereo not given) | -1.3% | 61.6%[activator] | -0.8 | -10.3% | -2.5% | 1.2% | 2.7% |
| O=C(NCCNCCO)C1(C(F)(F)F)C/C(=C\Cc2ccccc2)CCCO1 (stereo not given) | . | . | 3.4 | . | -4.2% | 18.1% | . |
| Cc1ccc(NC(=O)c2cc(C)no2)cc1 | -5.2% | -13.1% | 31.9 | 0.8% | 3.6% | 0.0% | 0.3% |
| CCCCSCCCNC(=O)c1cn(C)c2ccc(S(=O)(=O)N3CCCCC3)cc2c1=O | 2.8% | . | -1.7 | -1.3% | -0.3% | . | . |
| Cc1ccc2c(c1)SC1=NC(c3ccccc3)(C(F)(F)F)NC(=O)N12 (stereo not given) | -2.9% | -40.7% | . | -26.2% | . | . | -1.7% |
| CSc1nnc(SCC2=NNC(=O)SC2)s1 | -0.9% | -8.8% | 21.4 | 3.3% | 2.9% | 0.2% | 1.3% |
| O=C(COC(=O)c1ccccc1S(=O)(=O)N1CCCCC1)NCC(F)(F)F | -6.5% | -1.6% | 19.4 | -16.0% | 2.2% | 1.3% | 4.3% |
| CCOc1ccc(NC(=S)NCc2ccc3[nH]c(C)cc3c2)cc1 | 0.7% | -47.2% | -12.7 | 8.0% | -1.0% | 53.4%[activator] | -9.5%[11.5 µM] |
| Cc1cc2ccccc2n1-c1ccc(C(=O)N2CCC(C(=O)NCc3ccc(F)cc3)CC2)s1 | -1.7% | . | -20.6 | -3.9% | 1.3% | . | . |
| CC1(C)CC(N=C2C([N+](=O)[O-])=CC=C3C2=NC2(CCCCC2)N3O)CC(C)(C)N1 | -9.1% | -5.2% | 0.5 | -6.7% | -12.1% | -7.3% | -23.8% |
| CC(Sc1nccn1C)C(=O)Nc1ccc(C(N)=O)cc1 (stereo not given) | -7.9% | -3.6% | 15.7 | 3.1% | 0.6% | 5.7% | . |
| CCc1ccc(NC(=O)[C@H](C)NC(=O)C2CCN(C(=O)[C@@H](N)CC(C)C)CC2)cc1 | -8.1% | 10.8% | 10.7 | -21.4% | 0.1% | -2.6% | 4.1% |
| COc1ccccc1CN1CCNC(=O)C1CC(=O)NCCCn1cccn1 (stereo not given) | 1.6% | -6.6% | -1.8 | -2.6% | 2.3% | -18.8% | 2.0% |
| CCCN(CC#CCO)CCC | 0.1% | -24.3% | 5.8 | -2.3% | ? | 9.9% | -7.3% |
| CCOc1ccc(C(CC(=O)O)NC(=O)C23CC4CC(CC(C4)C2)C3)cc1OC (stereo not given) | 5.5% | -8.1% | -5.9 | 17.2% | -13.7% | -10.8% | -0.1%[11.5 µM] |
| COc1ccccc1-c1nnc(SCC(=O)N2CCOCC2)o1 | -5.7% | -2.5% | 113.0 | -9.4% | 1.1% | 29.1% | -6.7% |
| O=C(C1CCCCC1)N1CCC(n2nnc3ccccc32)CC1 | -2.6% | -20.6% | -11.3 | -0.3% | -12.1% | 16.4% | -3.4% |
| Cc1ccc(S(=O)(=O)NC(C(=O)N2CCOCCOCCOCCOCC2)C(C)C)cc1 (stereo not given) | 0.1% | -3.0% | -3.2 | 24.3% | 0.0% | 4.7% | 1.4% |
| Cc1cccc(NS(=O)(=O)c2cc(C(=O)NCc3ccccn3)ccc2C)c1 | 0.8% | -36.5% | -6.0 | 1.8% | -12.9% | -5.5% | 0.6% |
| NC(=O)c1csc(CCNC(=O)c2ccccc2)n1 | . | . | -11.8 | . | -6.3% | 6.6% | . |
| O=C(NNC(=O)c1csc(-c2ccccc2)n1)c1ccccc1 | . | . | -19.7 | . | 5.2% | 113.3%[activator] | . |
| COc1ccc(/C=N/NC(=O)CNc2ccc(Br)cc2)c(C(=O)O)c1OC | 9.6% | -30.3% | -13.9 | -1.9% | -0.5% | 12.4% | 1.7% |
| CCCS(=O)(=O)N1CCN(Cc2ccncc2)CC1 | ? | -33.1% | -1.8 | 5.5% | 5.0% | -7.4% | -1.1% |
| Cc1cc(NC(=O)CSc2nc3cc(Cl)ccc3o2)no1 | -1.9% | 1.0% | -39.2 | 5.7% | -0.1% | 35.8%[activator] | -1.5% |
| Cn1c(CC(=O)NCCO)c(Sc2ccccc2)c2ccccc21 | -14.8% | 103.2%[activator] | ? | 6.3% | 6.5% | 19.5% | -1.9% |
| Cc1ccc(S(=O)(=O)C(CNC(=O)COc2ccccc2)c2ccco2)cc1 (stereo not given) | -0.6% | . | -1.1 | ? | -0.3% | . | . |
| Cc1ccc(CNC(=O)CS(=O)Cc2nc(-c3cccs3)oc2C)cc1 (stereo not given) | ? | 1.0% | 15.5 | 25.1µM* | -4.9% | 36.6%[activator] | -2.3% |
| CCOC(=O)c1[nH]c(C)c(CCC(=O)NCc2ccccc2)c1C | 16.3% | . | -1.1 | -0.7% | 3.4% | . | . |
| Cc1ccc(S(=O)(=O)N2CCN(Cc3ccco3)CC2)c(C)c1 | -7.8% | 63.9%[activator] | -6.4 | -7.0% | -8.1% | -6.4% | -5.1% |
| O=C(Nc1ccc(Br)cc1F)C1CCCN(S(=O)(=O)c2cnc[nH]2)C1 (stereo not given) | ? | -6.1% | -17.2 | -1.8% | -0.5% | 9.1% | -1.5% |
| COC(=O)c1cc(C(=O)c2ccc(Cl)cc2)n2c(=O)/c(=C\N(C)C)sc12 | 0.9% | -13.7% | -16.6 | -0.2% | -4.3% | 7.8% | -0.3% |

Screens from PubChem.
